KCNQ2 inh – KCNQ2 potassium channel inhibitors, primary screen, cell-based, CHO-K1, FluxOR thallium flux, B-score (AID 2156). B-score at 10 µM. Potassium voltage-gated channel subfamily KQT member 2 (Rattus norvegicus), O88943. 20 min; stronger effect = lower value. 1.1% of 310,000 active;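 active means fluorescence ratio B-score at most minus 3 library SDs, with starting brightness B-score within 2 library SDs, cut at about -5.5 in these data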
STK33 inh – inhibitors of purified STK33 kinase, primary screen, biochemical, ADP-Glo luminescence, homogeneous, cell-free; Serine/threonine-protein kinase 33 (Homo sapiens), Q9BYT3; MBP phosphorylation; inhibition, % at 10 µM; 0.073% of 320,000 active;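 active means inhibition at or above 25%, using the most active replicate where run in duplicate; inactive means inhibition below 25%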
Target sequence (Q9BYT3 whole entry, looked up): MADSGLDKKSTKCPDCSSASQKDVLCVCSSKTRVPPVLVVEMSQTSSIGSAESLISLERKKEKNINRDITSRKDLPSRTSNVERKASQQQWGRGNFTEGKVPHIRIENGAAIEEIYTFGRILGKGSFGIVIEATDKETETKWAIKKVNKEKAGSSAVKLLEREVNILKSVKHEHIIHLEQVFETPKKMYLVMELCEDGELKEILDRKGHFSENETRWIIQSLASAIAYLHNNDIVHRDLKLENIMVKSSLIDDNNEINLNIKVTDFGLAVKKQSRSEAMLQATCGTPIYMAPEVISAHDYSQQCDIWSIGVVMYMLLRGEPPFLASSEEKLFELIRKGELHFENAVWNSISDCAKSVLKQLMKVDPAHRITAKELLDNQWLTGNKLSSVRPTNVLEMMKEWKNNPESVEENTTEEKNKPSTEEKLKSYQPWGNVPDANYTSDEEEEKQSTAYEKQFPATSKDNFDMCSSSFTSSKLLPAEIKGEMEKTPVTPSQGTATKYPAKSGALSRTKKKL
OX1R FRET antag – antagonists of human orexin 1 receptor (OX1R); OX1R-expressing cells, FRET antagonist read-out; inhibition, % at 6.6 µM; 1.8% of 330,000 active; in the data active means inhibition mostly above about 38%, no sharp cut-off; inactive means mostly below about 40%;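 further: 0% = agonist challenge alone and 100% = reference antagonist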
Target sequence (O43613 whole entry, looked up): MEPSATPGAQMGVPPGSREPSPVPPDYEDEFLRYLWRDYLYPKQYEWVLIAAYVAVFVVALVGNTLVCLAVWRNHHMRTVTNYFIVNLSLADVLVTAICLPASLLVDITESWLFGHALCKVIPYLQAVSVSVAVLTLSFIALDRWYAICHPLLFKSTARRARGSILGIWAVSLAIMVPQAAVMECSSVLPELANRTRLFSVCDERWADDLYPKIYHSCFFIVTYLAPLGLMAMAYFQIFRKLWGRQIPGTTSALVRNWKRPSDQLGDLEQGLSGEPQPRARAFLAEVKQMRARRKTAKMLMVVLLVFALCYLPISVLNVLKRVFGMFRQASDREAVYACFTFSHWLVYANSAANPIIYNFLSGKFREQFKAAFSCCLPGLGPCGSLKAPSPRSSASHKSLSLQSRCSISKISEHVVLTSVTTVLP
* = called active by the depositor; i = inactive; · = no result given. The order is random; 2.7% or so of the library scored in one or more.

A first look (seven entries):
SMILES	KCNQ2 inh	STK33 inh	OX1R FRET antag
O=C(/C=C/c1cccs1)NNC(=O)c1cccc([N+](=O)[O-])c1	·	-0.5	25
O=C(Nc1cccc(-c2cccc(F)c2)c1)C1CCN(C2CCOCC2)CC1	i	-0.8	0
O=C(OCc1ccc([N+](=O)[O-])cc1)c1ccc2ccccc2n1	i	1.4	24
CCCC(=O)Nc1nc(-c2ccc3c(c2)CCN3S(C)(=O)=O)cs1	i	-1.0	23
O=C(O)c1cc(N2C(=O)CCC2=O)ccc1NCc1cccnc1	i	-1.6	11
CC1(C)Cc2noc(N)c2C(C)(C)N1OC(=O)c1scc2c1OCCO2	i	-0.7	5
CCOc1[nH]n(-c2ccccc2)c(=O)c1C=Nc1ccc(OC)cc1	i	-0.5	-11

The list itself (from the top)
SMILES	KCNQ2 inh	STK33 inh	OX1R FRET antag
O=C(/C=C/c1cccs1)NNC(=O)c1cccc([N+](=O)[O-])c1	·	-0.5	25
O=C(Nc1cccc(-c2cccc(F)c2)c1)C1CCN(C2CCOCC2)CC1	i	-0.8	0
O=C(OCc1ccc([N+](=O)[O-])cc1)c1ccc2ccccc2n1	i	1.4	24
CCCC(=O)Nc1nc(-c2ccc3c(c2)CCN3S(C)(=O)=O)cs1	i	-1.0	23
O=C(O)c1cc(N2C(=O)CCC2=O)ccc1NCc1cccnc1	i	-1.6	11
CC1(C)Cc2noc(N)c2C(C)(C)N1OC(=O)c1scc2c1OCCO2	i	-0.7	5
CCOc1[nH]n(-c2ccccc2)c(=O)c1C=Nc1ccc(OC)cc1	i	-0.5	-11
Cc1ccc(S(=O)(=O)CC(=O)NC2CC2)cc1	i	-2.3	8
N#CC(C#SN)=C1CCCCC1	i	-2.7	38
CCN(c1ccccc1)S(=O)(=O)c1ccc(C(=O)Nc2ncccc2O)cc1	i	-3.2	4
COC(=O)c1sccc1NC(=O)CN(C)NS(=O)(=O)c1ccc(Cl)cc1	i	-2.9	13
O=C(Cn1[nH]c(=O)c2ccccc2c1=O)Nc1cccc(-c2nnc3n2CCCCC3)c1	·	3.1	47
COCC(=O)Nc1cccc(-c2ccc3nncn3n2)c1	i	-1.1	11
Cc1ccc(N2C(=O)C3CCC(C)(C2=O)C3(C)C)cc1 (stereo not given)	i	-1.3	9
Cc1ccc2oc(-c3ccc(NC(=O)CC(C)C)cc3)nc2c1	i	-0.3	21
N#CCn1c(C2CCCCC2)nc2ccccc2c1=O	i	0.0	12
Cc1ccc(S(=O)(=O)NCCn2nc(C)cc2C)cc1	i	-1.6	19
CN(C)c1cccc(C(=O)NNC(=S)NC2CCCC2)c1	i	-0.1	3
CCNC(=S)NNC(=O)c1csc2c1CCCC2	i	0.7	4
CCCC(=Nc1ccccc1OC)C1=C(O)CC(c2ccccc2)CC1=O (stereo not given)	i	0.1	14
COc1cc(/C=C(/C(=O)O)c2ccc(-c3ccccc3)cc2)cc(OC)c1OC	i	0.7	19
COC(=O)C(NC(C)=O)(Nc1nc2c(C)cc(C)cc2s1)C(F)(F)F (stereo not given)	i	-0.2	23
COc1cc(-c2cc(C(=O)Nc3cccc(S(=O)(=O)N(C)C)c3)c3ccccc3n2)cc(OC)c1OC	i	-0.7	14
Cc1cnc(NC(=O)CN2CCN(c3ccccn3)CC2)s1	i	0.3	4
c1ccc(SCCCCN2CCOCC2)cc1	i	-2.1	13
Next part
SMILES	KCNQ2 inh	STK33 inh	OX1R FRET antag
CNC(=O)CCC(=O)Nc1ccc(C(=O)OC)cc1	i	1.4	18
Cn1c(N)c(C(=O)c2ccc(F)cc2F)c(=O)n(C)c1=O	i	-0.4	9
CCC1Oc2ccccc2N(CC(=O)NC2CCCC2)C1=O (stereo not given)	i	0.9	11
OC(Cn1cncn1)(c1ccccc1)c1ccccc1	i	-0.3	12
CC(C)CCNC(=O)C1CCCN1C(=O)NC1CCCCC1 (stereo not given)	i	-1.0	3
N#Cc1nc(COc2ccc(Br)cc2)oc1NCCCn1ccnc1	i	0.2	8
COc1ccc(Nc2nccc3c2nnn3C)cc1	i	-0.3	13
COc1ccc(CCN=C(N)NS(=O)(=O)c2cccs2)cc1	i	-0.2	10
NS(=O)(=O)c1cccc(NC(=O)CSc2nc3ccc(Cl)cc3[nH]2)c1	i	5.1	6
Cc1nc(NC(C)c2ccccc2)c2oc3ccccc3c2n1 (stereo not given)	i	3.5	51
O=C1C2C3CC(C(Br)C3Br)C2C(=O)N1c1ccccn1 (stereo not given)	i	-1.8	6
O=C(CN1C(=O)S/C(=C\c2ccc(Cl)cc2)C1=O)NCCCn1ccnc1	i	-0.5	22
CCCc1cc(C(=O)Nc2cc(C)nn2-c2ccccc2)no1	i	-1.1	-3
CCOC(=O)N1CC=C2C(C#N)=C(N)C(C#N)(C#N)[C@H](c3ccccc3OCC)[C@H]2C1	i	0.6	4
CCCc1nc2ccc(NC(C)=O)cc2c(=O)n1Cc1cccc(Cl)c1	i	-0.8	3
Cc1ccccc1C(=O)N1CCC(C(=O)O)CC1	i	-1.2	2
S=C(NCc1ccco1)Nc1cc(-c2ccccc2)[nH]n1	i	2.8	19
CCOC(=O)c1ccc(CNCc2ccc(Br)cc2)cc1	i	0.2	25
CC(C)[C@H](NS(=O)(=O)c1ccc2c(c1)OCCO2)C(=O)OCC(=O)Nc1cc(Cl)ccc1Cl	i	-1.1	21
Cc1cc(C)c(NC(=O)COC(=O)C2CCCCC2)c(C)c1	·	0.1	2
CN1CCN(C2=C(Cl)C(=O)N(c3cccc(Cl)c3)C2=O)CC1	i	0.3	27
CN(C)/C=C1/N=C(c2ccccc2)OC1=O	i	0.0	9
CCSC1=C(C#N)C(c2ccccc2OC)CC(=O)N1 (stereo not given)	i	-1.8	11
CC(C)(O)C#Cc1ccc(C(=O)NCc2ccccc2)s1	i	-0.8	7
Cn1cc(CN2CCCC(C(=O)Nc3ccc(-c4cccc(F)c4)cc3)C2)cn1 (stereo not given)	i	0.2	3
Further records follow.
SMILES	KCNQ2 inh	STK33 inh	OX1R FRET antag
CCC(CC)n1[nH]c(=O)cc1N	i	1.1	12
COc1ccc(OCC(=O)NNC(=O)c2cccs2)cc1	i	0.8	17
CC(C)C(=O)NC(c1ccccc1)c1cc([N+](=O)[O-])c2cccnc2c1O (stereo not given)	i	1.9	27
CN(c1ccc(OCC(=O)O)cc1)S(=O)(=O)c1ccc2ccccc2c1	i	-0.7	4
COc1ccc(-n2nc3cc(C)c(NC(C)=O)cc3n2)cc1	i	-0.5	31
CCCCNC(=S)N(C)N=C1CCC(c2ccccc2)CC1 (stereo not given)	i	-0.8	10
Cn1c(=O)c2ncn(CC(=O)O)c2n(C)c1=O	i	1.9	3
Cc1cc(=O)n2cccc(O)c2n1	i	-0.1	43
S=C1SCN(Cc2cccnc2)CN1Cc1ccccc1	i	6.8	31
CCOc1ccc(CC(=O)C2=C(N3CCOCC3)CC(C)(C)CC2=O)cc1OCC	i	0.8	12
COc1ccccc1N1CCN(C(=O)C(C)NC(=O)c2ccco2)CC1 (stereo not given)	·	-0.8	-1
Cc1c(NC(=O)CN2c3cccc4cccc(c34)S2(=O)=O)c(=O)n(-c2ccccc2)n1C	i	-0.8	15
CCCc1cc(=O)n2[nH]c(NCc3cccs3)nc2n1	i	-0.5	19
C=CCn1c(CCC(=O)Nc2ccc(C)c(Cl)c2)nnc1SCC(=O)Nc1ccccc1C	i	-0.5	43
O=[N+]([O-])c1ccc2cn[nH]c2c1	i	4.1	49*
CC(=O)CC(=O)Nc1ccc(C(N)=O)cc1	i	-2.5	14
COc1ccc(-n2c(CCc3ccccc3)nnc2SCC(=O)NCc2ccccc2)cc1	i	-1.0	20
CN1C(=O)/C(=N/OC(=O)c2ccccc2Br)c2ccccc21	i	0.6	14
Cc1ccc(C(=O)NC(=S)Nc2ccccc2C(F)(F)F)cc1C	i	-1.2	16
COc1ccccc1CNC(=O)N/C=C/c1ccc(Cl)cc1	i	0.4	37
CN(c1cccc(NC(=O)c2ccc(C(C)(C)C)cc2)c1)S(C)(=O)=O	i	-0.3	21
C=CCN1C(=O)C(Cc2ccccc2Cl)SC1=Nc1ccc(C(=O)O)cc1 (stereo not given)	i	-1.0	24
C[C@H](NC(=O)NCc1ccc(F)cc1)C(=O)O	i	-2.2	17
CN(C)c1ccsc1C(=O)NNS(=O)(=O)c1ccc(Cl)cc1	i	1.3	4
COc1ccc(CCN2CCCC(CN(C)C(=O)c3cc(C)oc3C)C2)cc1 (stereo not given)	i	-0.8	14

Fetched by structure from the list above, 5 records:
SMILES	KCNQ2 inh	STK33 inh	OX1R FRET antag
CCC(CC)n1[nH]c(=O)cc1N	i	1.1	12
CC(C)C(=O)NC(c1ccccc1)c1cc([N+](=O)[O-])c2cccnc2c1O (stereo not given)	i	1.9	27
C=CCn1c(CCC(=O)Nc2ccc(C)c(Cl)c2)nnc1SCC(=O)Nc1ccccc1C	i	-0.5	43
COc1ccc(-n2nc3cc(C)c(NC(C)=O)cc3n2)cc1	i	-0.5	31
C=CCN1C(=O)C(Cc2ccccc2Cl)SC1=Nc1ccc(C(=O)O)cc1 (stereo not given)	i	-1.0	24

(continued)
SMILES	KCNQ2 inh	STK33 inh	OX1R FRET antag
O=C(c1ccc(S(=O)(=O)Nc2ccc(F)cc2)cc1)N1CCN(C(=O)c2ccco2)CC1	i	-1.1	22
Cc1ccccc1C(=O)Nc1ccccc1Sc1ccccc1	-8.4*	0.2	25
Nc1nc(SCC(=O)Nc2ccc(C(F)(F)F)cc2)[nH]c(=O)c1NC(=O)c1ccc(F)c(F)c1	i	-1.9	11
CC(C)(C)c1ccc(C(=O)NCC(=O)OCC(=O)Nc2ccccc2[N+](=O)[O-])cc1	i	-1.7	44
COc1cccc(C2C(C#N)=C(N)N(c3ncn[nH]3)C3=C2C(=O)CCC3)c1 (stereo not given)	i	-1.7	5
CCc1cccc(C)c1NC(=S)N1CCCCC1c1cccnc1 (stereo not given)	i	4.9	9
CCCCNc1nc(N)ncc1[N+](=O)[O-]	i	3.0	14
Cc1c(C(=O)N2CCOCC2)c(S(=O)(=O)Nc2ccccc2)c(C)n1C	i	-1.9	11
O=C(Nc1ccccc1Cl)C1CCCN(S(=O)(=O)c2ccc(-n3cnnn3)cc2)C1 (stereo not given)	i	-1.3	9
COc1ccc(C)cc1Cn1c(S(C)(=O)=O)nc2ccccc21	i	-0.7	13
CC1CCN(C(=O)COc2ccccc2F)CC1	i	0.5	11
COc1ccc(N2CC(C(=O)N[C@H](C(=O)NC3CCCCC3)C(C)C)CC2=O)cc1 (stereo not given in full)	i	-0.9	4
CN(C)C(=O)N1CCCC(C(=O)NCCc2ccccc2)C1 (stereo not given)	i	0.5	5
COc1ccc(S(=O)(=O)N2CCC(C(=O)N[C@H](C(=O)NCc3ccco3)C(C)C)CC2)cc1	i	-0.6	8
Cn1nc(C(=O)Nc2sccc2C(N)=O)ccc1=O	i	-0.7	22
O=C(CSCc1ccc(Cl)cc1)NN=C1CCCCCC1	i	-0.5	16
O=C(O)C1CCC(CNS(=O)(=O)c2ccccc2)CC1 (stereo not given)	i	-0.6	-5
CCN1CCN(C(=O)c2ccc(Sc3ccccc3Cl)c([N+](=O)[O-])c2)CC1	i	0.2	24
COc1ccc(C(=O)N/C(=C/c2cccnc2)C(=O)Nc2cccc(C(C)=O)c2)cc1OC	i	-0.4	15
Nc1nc(SCC(=O)N2CCCc3ccccc32)[nH]c(=O)c1-c1ccccc1	i	-1.1	17
CN(CC(=O)Nc1ccc(F)cc1)CC(=O)N1CCCCC1	·	-1.5	8
CCn1ncc(Br)c1C(=O)Nc1sc2c(c1C(=O)OC)CCC2	i	-0.8	5
Cc1csc(SCc2ccc(C(=O)O)cc2)n1	i	0.3	5
Cc1nc(NCC2CC2)c2nnn(Cc3ccccc3)c2n1	i	-1.2	10
CCOc1ccccc1Nc1nc2ccccc2[nH]1	i	0.3	9
Additional records
SMILES	KCNQ2 inh	STK33 inh	OX1R FRET antag
c1ccc(CSc2ncnc3c2sc2nc(N4CCOCC4)c4c(c23)CCCC4)cc1	i	0.2	8
O=C(O)CNS(=O)(=O)/C=C/c1ccccc1	i	0.2	16
CCCCc1nc2cc(C(=O)N3CCCC3)ccc2o1	i	0.9	5
COCCSc1ccccc1C(=O)Nc1nnc(C)s1	i	-1.6	-3
O=C1CCC[C@@H]2[C@H]3CCC[N+]4([O-])CCC[C@@H](CN12)[C@@H]34 (stereo not given in full)	i	-0.5	15
N#Cc1ccc(OCc2ccc(C(=O)O)o2)cc1	i	-0.5	13
Cc1oc(-c2ccc(Cl)cc2)nc1CN1CCCC(C(=O)N2CCN(C(=O)c3ccco3)CC2)C1 (stereo not given)	i	-1.1	6
Cc1ccc2cccc(OCC(=O)N3CC(C)CC(C)C3)c2n1 (stereo not given)	i	-0.2	16
Cc1ccc(CNC(=O)CCc2ccc(S(=O)(=O)NCC(C)C)cc2)cc1	i	0.9	25
C#CCOc1nc2c(c(=O)n(C)c(=O)n2C)n1Cc1ccccc1	i	0.2	26
CC(OC(=O)c1cccc(N2C(=O)c3ccccc3C2=O)c1)C(=O)Nc1ccc(N(C)C)cc1 (stereo not given)	i	1.1	4
O=C(c1ccc(S(=O)(=O)Nc2ccccc2)cc1)N1CCCC(C(F)(F)F)C1 (stereo not given)	i	0.7	14
Cc1onc(-c2ccccc2)c1C(=O)N1CCC(C)CC1	i	0.6	24
CCN(CC(=O)Nc1cc(Cl)ccc1OC)CC(=O)NC1CCS(=O)(=O)C1 (stereo not given)	i	0.6	10
Cc1cc2oc(=O)cc(CSc3nnc(-c4cccs4)o3)c2cc1C(C)C	i	-0.7	28

Bioassay records as filed in PubChem BioAssay.
